Neddylation inh – cullin neddylation inhibition; calls only at 25 µM; 360,000 tested, 0.58% active; P61081+Q13564; AID 651699; TR-FRET cullin neddylation, biochemical; in the data active = inhibition above about 36%
CendR NRP1 mod – alters CendR peptide binding to human NRP-1; FAM-RPARPAR peptide binding to NRP-1, fluorescence polarization; 360,000 tested, 0.85% active; AID 602438; inhibition, % at 25 µM; O14786;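 active = inhibition or corrected inhibition above about 18%, plus a signal ratio from 0.5 to 1.5, limit read from the data, passing the limit was not always enough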; also: strong numbers were not always called active
MT1-MMP act inh – inhibitors of human MT1-MMP activation | GFP/RFP ratio change, % at 20 µM | HT1080 RFP-PRO-GFP cells, GFP/RFP ratio fluorescence, overnight; percent of plate control window, DMSO zero | 360,000 tested, 0.061% active | P50281 | AID 651647;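 active = GFP/RFP ratio change of at least 30% with cell ATP level not reduced by more than half and red fluorescence within 50% of control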; also: strong numbers were not always called active
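Test system: HT1080 RFP-PRO-GFP cells; Benchmarks: DMSO and RFP-L50D-GFP cell wells; Timing: cells overnight before dosing, compound overnight, 37 °C, 5% CO2; Compound: one 20 µM compound dose with 1% DMSO; Read-out: GFP/RFP fluorescence ratio.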
PABP1 MLLE inh – blocks PAM2 peptide binding to the PABP1 MLLE domain | P11940 | GST-MLLE / FITC-PAM2 fluorescence polarization | inhibition, % at 20 µM | 360,000 tested, 0.36% active | AID 588489; in the data active = inhibition above about 35%, passing the limit was not always enough;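 also: plate controls were DMSO wells with GST-MLLE for no effect and wells lacking GST-MLLE protein for full effect; some results filed as inactive read as strong as hits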
MsrA act – bovine methionine sulfoxide reductase A activation | purified bovine MsrA, absorbance read-out | activation, % at 10.6 µM | 360,000 tested, 0.3% active | AID 602163; in the data active = activation above about 7.5%;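 also: 0% = vehicle and 100% = reference activator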
Rin1 Abl inh – inhibitors of human Rin1-Abl protein interaction. TR-FRET Rin1/Abl binding, biochemical. 360,000 tested, 0.4% active. inhibition, % at 7.35 µM. P00519+Q13671; in the data active = inhibition above about 5%, passing the limit was not always enough
FAS-TE inh – blocks the thioesterase domain of human fatty acid synthase | P49327 | recombinant FAS-TE, OMFH fluorogenic substrate, fluorescence endpoint | inhibition, % at 15 µM | 360,000 tested, 0.67% active;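 active = compounds whose normalised, plate-corrected inhibition of enzyme fluorescence in the single-dose primary screen is 50% or more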;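 also: 0% = DMSO with enzyme and 100% = substrate without enzyme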
eLon inh – inhibits E. coli Lon protease; 360,000 tested, 0.42% active; AID 602123; purified E. coli Lon protease, fluorescence polarization; inhibition, % at 7.94 µM; in the data active = inhibition above about 13%, passing the limit was not always enough;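 also: 0% = enzyme with probe and DMSO and 100% = no enzyme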
SKN-1 inh – inhibitors of C. elegans SKN-1 | C. elegans VP596 Pgst-4::GFP/RFP ratio, acrylamide-induced, 24 h | inhibition, % at 21.8 µM | 360,000 tested, 0.49% active;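 active = interference check ratio from 0.5 to 1.5 plus GFP to RFP signal ratio inhibition reaching or exceeding a fixed threshold, cut at about 30% in these data, passing the limit was not always enough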; also: some compounds called inactive have numbers as strong as hits
* hit, by the source's call; i = inactive.

no.	smiles	Neddylation inh	CendR NRP1 mod	MT1-MMP act inh	PABP1 MLLE inh	MsrA act
1	COc1ccc(NC(=O)CN(C)C2CCCCC2)cc1Cl	i	9.2	4.0	9.6	-2.8
2	COc1cccc2c(=O)n(CC(=O)Nc3cccc(F)c3)ccc12	i	3.1	-2.0	-7.4	-1.2
3	Cc1ccccc1-c1n[nH]nc1C1=CC(=O)CC(C)(C)C1	i	8.6	0.5	-8.4	-1.2
4	CCS(=O)(=O)N1CCC(C(=O)Nc2cc([N+](=O)[O-])ccc2C)CC1	i	-1.0	0.7	-3.0	-7.3
5	CSc1ccccc1NC(=O)CN(C)C(=O)c1ccc(-n2cccn2)cc1	i	-1.4	-2.2	3.7	-5.7
6	Cc1onc(-c2ccccc2Cl)c1C(=O)NCc1nnnn1-c1ccc(F)c(F)c1	i	-2.5	-5.6	21.4	-5.0
7	CC(=O)c1ccc(N2CCN(C(=O)[C@H](C)NC(=O)c3ccccc3Cl)CC2)cc1	i	-3.9	-1.3	-8.4	0.2
8	COc1ccccc1N1CCN(C(=O)/C=C/c2ccc(C)cc2)CC1	i	6.9	-2.6	5.4	-3.0

no.	Rin1 Abl inh	FAS-TE inh	eLon inh	SKN-1 inh
1	-1.9	1.5	-4.7	-9.0
2	-1.8	-4.0	-2.6	11.4
3	2.0	-15.5	8.2	15.6
4	0.2	-0.3	-1.0	5.0
5	3.8	-5.4	-5.5	-11.1
6	-1.8	-4.2	-4.7	12.6
7	-2.3	-1.6	0.5	5.2
8	-1.8	0.5	-4.8	12.1

(listing goes on)
no.	smiles	Neddylation inh	CendR NRP1 mod	MT1-MMP act inh	PABP1 MLLE inh	MsrA act
9	Cc1ccc(C)c(S(=O)(=O)Nc2ccccc2C(=O)Nc2ccccc2N2CCOCC2)c1	i	11.7	-7.5	21.2	-3.6
10	O=C(Nc1nnc(S(=O)(=O)N2CCCC2)s1)c1ccccc1F	i	-7.4	2.0	-34.5	1.8
11	Cc1ccc(C(=O)O/N=C2\CCCc3ccccc32)cc1	i	-2.4	-0.1	16.4	-4.7
12	O=C(CCN1C(=O)c2ccc([N+](=O)[O-])cc2C1=O)Nc1ccc(O)cc1C(=O)O	i	0.4	-2.1	15.7	-9.1
13	O=C(CSc1nnc2scc(-c3ccc(F)cc3)n12)NCc1ccco1	i	5.8	-2.5	-5.0	-13.5
14	CC(C)(C)NC(=O)NC(=O)CN1CCN(C(c2ccccc2)c2ccccc2)CC1	i	-10.0	-9.1	-11.7	-4.1
15	CC1C(=O)N2CCCc3cc(NC(=O)C4CCCCC4)cc1c32 (configuration not stated)	i	-4.9	2.3	12.5	-2.9
16	CC(C)CC(=O)NCCc1ccncc1	i	-6.5	-2.4	21.1	-3.2

no.	Rin1 Abl inh	FAS-TE inh	eLon inh	SKN-1 inh
9	-3.3	28.9	6.8	1.1
10	-0.3	-2.7	-6.7	10.1
11	-8.6	22.1	3.2	-26.3
12	1.4	-3.7	-1.0	1.2
13	-2.4	-2.9	-6.8	-16.4
14	-1.1	11.7	-5.5	-3.3
15	4.2	-5.1	0.2	1.5
16	-3.5	-11.4	-4.5	5.5

Looked up by compound from the entries so far:
no.	smiles	Neddylation inh	CendR NRP1 mod	MT1-MMP act inh	PABP1 MLLE inh	MsrA act
10	O=C(Nc1nnc(S(=O)(=O)N2CCCC2)s1)c1ccccc1F	i	-7.4	2.0	-34.5	1.8
11	Cc1ccc(C(=O)O/N=C2\CCCc3ccccc32)cc1	i	-2.4	-0.1	16.4	-4.7
13	O=C(CSc1nnc2scc(-c3ccc(F)cc3)n12)NCc1ccco1	i	5.8	-2.5	-5.0	-13.5
12	O=C(CCN1C(=O)c2ccc([N+](=O)[O-])cc2C1=O)Nc1ccc(O)cc1C(=O)O	i	0.4	-2.1	15.7	-9.1

no.	Rin1 Abl inh	FAS-TE inh	eLon inh	SKN-1 inh
10	-0.3	-2.7	-6.7	10.1
11	-8.6	22.1	3.2	-26.3
13	-2.4	-2.9	-6.8	-16.4
12	1.4	-3.7	-1.0	1.2

Additional results.
no.	smiles	Neddylation inh	CendR NRP1 mod	MT1-MMP act inh	PABP1 MLLE inh	MsrA act
17	O=C(/C=C/c1ccccc1)N/C(=C/c1ccccc1)C(=O)NCCCO	i	6.2	-3.3	4.6	-1.0
18	COC(=O)CCc1c(C)[nH]c(C(=O)OCc2ccccc2)c1C	i	19.5*	-5.1	8.3	2.2
19	O=C(CSc1nnc(CNC(=O)c2ccccc2)o1)Nc1nccs1	i	6.9	-6.6	25.1	-2.5
20	CC(C)C[C@H]1CN=C(Nc2ccccc2)N1CCCC1CCCCC1	i	8.4	3.5	-0.3	-2.5
21	Cc1cc(Oc2cccc3c2S(=O)(=O)N(C2CCCC2)CC(COCc2ccccc2)O3)cc(C)c1C (configuration not stated)	i	0.6	-2.3	-9.4	-6.6
22	Cc1ccc(C(=O)OCC(=O)Nc2cccc(S(=O)(=O)N3CCCCC3)c2)s1	i	4.2	3.7	-10.0	0.3
23	O=C(NCc1cccs1)C1CCCN(C(=O)Nc2ccc(F)cc2)C1 (configuration not stated)	i	14.0	-0.4	-6.2	-4.1
24	COC(=O)c1[nH]c2ccc(F)cc2c1NS(=O)(=O)c1ccc(OC)cc1OC	i	-15.5	-3.6	5.5	-1.3

no.	Rin1 Abl inh	FAS-TE inh	eLon inh	SKN-1 inh
17	4.5	-8.2	-9.1	-0.1
18	2.0	2.1	-9.1	3.7
19	3.0	-4.9	6.5	25.5
20	4.8	-109.7	1.6	-25.5
21	-0.1	24.0	-0.4	-5.7
22	-3.6	16.3	2.0	15.2
23	3.0	-1.5	-6.4	3.8
24	0.3	2.3	0.5	13.4

(cont.)
no.	smiles	Neddylation inh	CendR NRP1 mod	MT1-MMP act inh	PABP1 MLLE inh	MsrA act
25	COc1cccc(CN2CC(C(=O)NCc3ccc(C)c(F)c3)CCC2=O)c1 (configuration not stated)	i	6.8	2.4	4.8	-7.0
26	COc1ccc(Cl)cc1Cn1c(C)c(C(=O)NCc2ccccc2C(F)(F)F)sc1=O	i	-18.9	-10.4	2.1	-3.6
27	CCOc1ccccc1NC(=O)Cn1c(=O)oc2cc(Cl)ccc21	i	-13.5	-0.5	3.1	0.1
28	O=C(C[C@@H]1C[C@@H]2c3cc(NC(=O)C4CCOCC4)ccc3O[C@@H]2[C@H](CO)O1)NCc1ccccn1	i	-4.3	-0.7	-3.6	-0.6
29	O=S(=O)(Cc1ccccc1Cl)Nc1ccccn1	i	5.6	6.9	7.2	-14.4
30	CN(CC(=O)Nc1ccccc1Cl)C(=O)CSc1nnc(-c2ccco2)n1C	i	-16.6	-4.6	-21.7	-1.8
31	Cc1ccc(CNC(=O)c2ccc(N3CCC4(CC3)CC(c3ccccc3)=NO4)c(NC(=O)c3c(Cl)cccc3Cl)c2)cc1	i	11.7	7.7	-0.9	-1.4
32	CS(=O)(=O)c1ccc(C(=O)OCC(=O)NNC(=O)COc2ccc(Cl)cc2)cc1	i	-16.0	1.0	-12.6	-1.3

no.	Rin1 Abl inh	FAS-TE inh	eLon inh	SKN-1 inh
25	4.4	-4.7	-3.7	-7.2
26	-2.3	35.6	4.8	-2.8
27	1.0	4.8	-5.9	35.1*
28	1.7	-8.6	1.2	-6.7
29	-3.8	-10.3	-1.4	-4.8
30	3.5	-3.8	-0.6	16.5
31	-2.7	62.6*	-2.0	-0.3
32	1.1	-6.2	1.1	-10.2

Continued (3 carried over from the part before).
no.	smiles	Neddylation inh	CendR NRP1 mod	MT1-MMP act inh	PABP1 MLLE inh	MsrA act
30	CN(CC(=O)Nc1ccccc1Cl)C(=O)CSc1nnc(-c2ccco2)n1C	i	-16.6	-4.6	-21.7	-1.8
31	Cc1ccc(CNC(=O)c2ccc(N3CCC4(CC3)CC(c3ccccc3)=NO4)c(NC(=O)c3c(Cl)cccc3Cl)c2)cc1	i	11.7	7.7	-0.9	-1.4
32	CS(=O)(=O)c1ccc(C(=O)OCC(=O)NNC(=O)COc2ccc(Cl)cc2)cc1	i	-16.0	1.0	-12.6	-1.3
33	O=C(C#Cc1ccccc1)NCc1ccccc1F	i	-2.4	5.8	-6.2	-12.5
34	O=C(NC(=S)Nc1ccc2c(c1)OCCO2)c1ccccc1F	i	3.5	-6.8	6.6	1.1
35	CN1CCc2c(sc3c2C(=O)NC(c2ccc(-c4cccc(Cl)c4)o2)N3)C1 (configuration not stated)	i	-162.0	-29.0	-79.4	-0.2
36	CNC(=O)N(O)C1N(/N=C/c2cccs2)C(=S)SC1(C)C (configuration not stated)	i	2.0	-1.0	5.0	-3.0
37	CC(C)(C)c1ccc(-c2nnc(SCC(=O)Nc3sc4c(c3C#N)CCCC4)o2)cc1	i	-2.0	-1.0	-18.1	-2.2
38	O=C(CCC(=O)N1CCOc2ccccc21)Nc1ccccc1Cl	i	8.4	3.4	-4.1	4.0
39	COc1ccccc1N1CCN(CC(=O)NC(=O)NCc2ccccc2)CC1	i	7.4	3.6	-11.4	-0.4
40	COc1ccc(N2C(=S)NC3c4cc(Cl)ccc4OC2(C)C3C(=O)N(C)C)cc1 (configuration not stated)	i	1.6	-3.8	15.9	-7.0

no.	Rin1 Abl inh	FAS-TE inh	eLon inh	SKN-1 inh
30	3.5	-3.8	-0.6	16.5
31	-2.7	62.6*	-2.0	-0.3
32	1.1	-6.2	1.1	-10.2
33	0.1	-3.3	7.4	-0.2
34	-1.7	9.3	36.5*	1.3
35	-7.4	0.3	-161.9	5.2
36	0.6	-1.5	-5.2	-1.2
37	-1.0	0.0	-8.9	-12.6
38	-4.5	-1.2	-5.1	15.3
39	0.8	-3.7	-2.7	9.0
40	0.2	1.0	-1.6	-1.5

(next part)
no.	smiles	Neddylation inh	CendR NRP1 mod	MT1-MMP act inh	PABP1 MLLE inh	MsrA act
41	Cc1c(/C=N\NC(=O)C2COc3ccc(C(C)(C)C)cc3O2)c2ccccc2n1C (configuration not stated)	i	-3.0	4.9	-12.5	-10.1
42	NCCCCC(C(=O)O)N(C(=O)OCc1ccccc1)C(=O)OCc1ccccc1 (configuration not stated)	i	-50.8	4.1	3.2	-8.9
43	Cc1ccc(CCNC(=O)CN(c2cc(C)cc(C)c2)S(=O)(=O)c2c(C)noc2C)cc1	i	9.6	2.4	3.3	-1.8
44	Cc1c(C)c2ccc(OCC(=O)NCCc3c[nH]c4ccccc34)c(C)c2oc1=O	i	9.7	-0.9	2.6	-5.3
45	Cc1cc2nc(N3CCN(C(=O)c4ccco4)CC3)sc2cc1C	i	-4.4	3.4	3.0	1.0
46	COc1ccc(N2Cc3ccccc3C2=NC(=O)c2cccc([N+](=O)[O-])c2)cc1	i	0.8	2.2	13.4	-1.9
47	CNC(=S)NNC(=O)c1cccn(Cc2cccc(Cl)c2)c1=O	i	-2.1	1.2	-33.1	-4.3
48	Cn1cnnc1SCCOc1ccc(Cl)cc1	i	-9.1	-0.3	7.5	-7.2
49	O=[N+]([O-])c1ccc(C(=S)N2CCCC2)cc1	i	-10.1	0.2	37.7	-2.4
50	Cc1ccc(-n2cnc3ncnc(-c4ccccc4)c32)cc1	i	14.3	-0.8	6.0	-4.0
51	O=C(CNC(=O)c1ccco1)OCc1ccccc1F	i	-8.9	-1.6	-3.3	-12.7

no.	Rin1 Abl inh	FAS-TE inh	eLon inh	SKN-1 inh
41	2.4	43.5	0.5	3.9
42	2.8	2.5	-5.7	9.7
43	-1.5	2.2	-6.0	13.8
44	-4.5	15.0	-5.8	8.4
45	-0.8	0.4	5.0	-18.4
46	-5.5	7.4	-3.0	-4.8
47	-2.5	-9.9	-0.2	13.9
48	2.0	-2.5	-0.7	-5.6
49	0.5	-4.0	-2.5	0.4
50	0.3	-9.9	-5.8	3.5
51	3.6	-4.9	3.6	-4.5

Bioassay records (PubChem BioAssay)

The order is random. About 4% of those tested had a hit in this group.
